Compound activity from PubChem BioAssay.
TcdB inh: TcdB glycohydrolase inhibitors, primary screen, biochemical, single point, plate reader. Toxin B (Clostridioides difficile), P18177. TcdB glycohydrolase enzymatic assay. inhibition, % at 9.99 µM. 350,000 tested, 0.24% active; in the data active means inhibition above about 10%
An asterisk follows results filed as active.

| Molecule | TcdB inh |
| --- | --- |
| COCC(=O)N1CC2(CCN(Cc3ccccc3)CC2)c2c([nH]c3cc(OC)ccc23)[C@@H]1CO | 0.3 |
| Cc1ccc(S(=O)(=O)N(C)C[C@@H]2OCCCC[C@H](C)Oc3ccc(NS(C)(=O)=O)cc3C(=O)N([C@@H](C)CO)C[C@@H]2C)cc1 | -1.4 |
| COc1ccc(S(=O)(=O)N[C@H]2C=C[C@@H](CC(=O)NCCc3ccccc3)O[C@H]2CO)cc1 | -0.9 |
| COc1cccc(S(=O)(=O)Nc2ccc3c(c2)C(=O)N(C)C[C@H](OC)[C@@H](C)CN(Cc2ccccc2F)[C@H](C)CO3)c1 | -1.0 |
| OC[C@H]1[C@H](c2ccc(-c3cccc(F)c3)cc2)[C@@H]2CN(Cc3cncnc3)CCCCN12 | -0.7 |
| Cc1ccccc1-c1ccc2c(c1)O[C@H](CN(C)C)[C@@H](C)CN([C@@H](C)CO)S2(=O)=O | -0.8 |
| C[C@@H]1CN([C@@H](C)CO)C(=O)c2cc(N(C)C)ccc2O[C@H]1CN(C)Cc1ccc(C(=O)Nc2ccccc2N)cc1 | -0.9 |
| C[C@@H]1CN([C@@H](C)CO)C(=O)c2cccc(NS(C)(=O)=O)c2O[C@@H]1CN(C)Cc1ccc(C(=O)Nc2ccccc2N)cc1 | -1.0 |
| Cc1ccc(-c2ccc3c(c2)O[C@@H](CN(C)C(=O)Nc2ccccc2)[C@H](C)CN([C@@H](C)CO)S3(=O)=O)cc1 | -0.8 |
| CC(C)NC(=O)Nc1ccc2c(c1)C(=O)N([C@@H](C)CO)C[C@H](C)[C@H](CN(C)Cc1ccc(Cl)c(Cl)c1)OCCCC[C@@H](C)O2 | 0.0 |
| C[C@@H]1CCCCO[C@@H](CN(C)S(=O)(=O)c2ccc(F)cc2)[C@H](C)CN([C@H](C)CO)C(=O)c2cc(NS(=O)(=O)c3cccs3)ccc2O1 | 0.2 |
| C[C@@H](NC(=O)C[C@@H]1CC[C@@H]2[C@H](COC[C@H](O)CN2C(=O)Nc2cccc(F)c2)O1)c1ccccc1 | -0.6 |
| O=C(NC[C@H]1CC[C@@H]2[C@@H](CN2S(=O)(=O)c2ccccc2[N+](=O)[O-])O1)C1CCC1 | -0.7 |
| C[C@H](CO)N1C[C@H](C)[C@H](CN(C)C(=O)c2ccccc2)Oc2cc(C#C[C@@H](C)O)ccc2S1(=O)=O | 0.1 |
| O=C(C[C@H]1CC[C@@H]2[C@H](COC[C@H](O)CN2S(=O)(=O)c2ccc(Cl)cc2)O1)N[C@@H]1CCN(Cc2ccccc2)C1 | -0.1 |
| C[C@H](NC(=O)C[C@@H]1C[C@H]2c3cc(N(C)C)ccc3O[C@H]2[C@@H](CO)O1)c1ccccc1 | -55 |
| C[C@H]1CN([C@@H](C)CO)C(=O)c2cc(C#CC(C)(C)O)cnc2O[C@H]1CN(C)C(=O)C1CC1 | 0.1 |
| C[C@@H]1CCCCO[C@@H](CN(C)C(=O)Nc2ccccc2)[C@@H](C)CN([C@@H](C)CO)C(=O)c2cc(NC(=O)C3CCCCC3)ccc2O1 | -0.1 |
| Cn1cnc(S(=O)(=O)N2C[C@@H](O)COC[C@H]3O[C@@H](CC(=O)NC4Cc5ccccc5C4)CC[C@@H]32)c1 | -0.1 |
| CO[C@@H]1CN(C)C(=O)c2ccc(NC(=O)NC(C)C)cc2OC[C@H](C)N(Cc2ccc(-c3ccccn3)cc2)C[C@@H]1C | 0.0 |
| COc1ccc(NC(=O)N(C)C[C@@H]2Oc3cc(-c4ccc(C)cc4)ccc3S(=O)(=O)N([C@@H](C)CO)C[C@@H]2C)cc1 | 0.2 |
| Cc1ccc(S(=O)(=O)Nc2ccc3c(c2)CC(=O)N([C@H](C)CO)C[C@@H](C)[C@@H](CN(C)Cc2ccccc2)O3)cc1 | -0.7 |
| C[C@H](CO)N1C[C@H](C)[C@H](CN(C)Cc2ccc3c(c2)OCO3)Oc2c(NC(=O)Nc3ccc(C(F)(F)F)cc3)cccc2C1=O | 1.8 |
| Cc1noc(C)c1NC(=O)Nc1ccc2c(c1)C(=O)N(C)[C@H]1CC[C@H](CC(=O)N(C)C)O[C@@H]1CO2 | -1.2 |
| COc1cccc(S(=O)(=O)N2C[C@H](O)COC[C@@H]3O[C@H](CC(=O)N4CCOCC4)CC[C@H]32)c1 | -1.2 |
| C[C@H](CO)N1C[C@H](C)[C@H](CN(C)C(=O)Nc2ccc3c(c2)OCO3)Oc2ncc(-c3cccc(F)c3)cc2C1=O | 0.3 |
| C[C@H]1CN([C@@H](C)CO)C(=O)c2cccc(NC(=O)Nc3ccc4c(c3)OCO4)c2O[C@@H]1CN(C)Cc1ccc2c(c1)OCO2 | 0.3 |
| C[C@H](CO)N1C[C@H](C)[C@@H](CN(C)S(=O)(=O)c2cccs2)Oc2c(NS(C)(=O)=O)cccc2C1=O | 0.0 |
| C[C@H](CO)N1C[C@H](C)[C@H](CN(C)C(=O)Nc2ccc(C(F)(F)F)cc2)Oc2ccc(NC(=O)NC3CCCCC3)cc2CC1=O | 1.0 |
| COc1ccc(CN(C)C[C@@H]2Oc3ccc(NS(=O)(=O)c4ccc(F)cc4)cc3C(=O)N([C@H](C)CO)C[C@@H]2C)cc1 | -0.1 |
| COCC(=O)N1CC2(C1)[C@H](c1ccccc1)[C@H](CO)N2C(=O)c1ccccc1 | -3.7 |
| COc1ccc(CN(C)C[C@@H]2OCCCC[C@@H](C)Oc3ccc(NC(=O)Nc4c(C)noc4C)cc3C(=O)N([C@@H](C)CO)C[C@@H]2C)cc1 | -1.2 |

No new results follow: entries from further up.
| Molecule | TcdB inh |
| --- | --- |
| Cc1noc(C)c1NC(=O)Nc1ccc2c(c1)C(=O)N(C)[C@H]1CC[C@H](CC(=O)N(C)C)O[C@@H]1CO2 | -1.2 |
| COc1cccc(S(=O)(=O)N2C[C@H](O)COC[C@@H]3O[C@H](CC(=O)N4CCOCC4)CC[C@H]32)c1 | -1.2 |
| C[C@H](CO)N1C[C@H](C)[C@H](CN(C)C(=O)Nc2ccc3c(c2)OCO3)Oc2ncc(-c3cccc(F)c3)cc2C1=O | 0.3 |
| C[C@H]1CN([C@@H](C)CO)C(=O)c2cccc(NC(=O)Nc3ccc4c(c3)OCO4)c2O[C@@H]1CN(C)Cc1ccc2c(c1)OCO2 | 0.3 |
| C[C@H](CO)N1C[C@H](C)[C@@H](CN(C)S(=O)(=O)c2cccs2)Oc2c(NS(C)(=O)=O)cccc2C1=O | 0.0 |
| C[C@H](CO)N1C[C@H](C)[C@H](CN(C)C(=O)Nc2ccc(C(F)(F)F)cc2)Oc2ccc(NC(=O)NC3CCCCC3)cc2CC1=O | 1.0 |
| COc1ccc(CN(C)C[C@@H]2Oc3ccc(NS(=O)(=O)c4ccc(F)cc4)cc3C(=O)N([C@H](C)CO)C[C@@H]2C)cc1 | -0.1 |
| COCC(=O)N1CC2(C1)[C@H](c1ccccc1)[C@H](CO)N2C(=O)c1ccccc1 | -3.7 |
| COc1ccc(CN(C)C[C@@H]2OCCCC[C@@H](C)Oc3ccc(NC(=O)Nc4c(C)noc4C)cc3C(=O)N([C@@H](C)CO)C[C@@H]2C)cc1 | -1.2 |

Remaining list, next part:
| Molecule | TcdB inh |
| --- | --- |
| C[C@@H]1CN([C@@H](C)CO)C(=O)c2cccc(NS(=O)(=O)c3ccc(F)cc3)c2O[C@@H]1CN(C)C(=O)Nc1ccc2c(c1)OCO2 | 0.7 |
| C[C@@H]1CN([C@@H](C)CO)C(=O)c2cc(NC(=O)CCC(F)(F)F)ccc2O[C@H]1CN(C)C(=O)Nc1ccccc1 | -3.9 |
| CC(C)COC(=O)N(C)C[C@@H]1OCc2ccccc2-c2c(n(C)c3ccccc23)C(=O)N([C@H](C)CO)C[C@@H]1C | -0.1 |
| C[C@@H]1CCCCO[C@@H](CN(C)C(=O)Nc2ccccc2)[C@H](C)CN([C@H](C)CO)C(=O)c2cc(NS(=O)(=O)c3cccs3)ccc2O1 | 0.3 |
| OC[C@H]1[C@@H](c2ccc(-c3cncnc3)cc2)[C@@H]2CN(CC3CCOCC3)CCCCN12 | -1.9 |
| CN1CCCCN2[C@H](C1)[C@@H](c1ccc(C#CC3(O)CCCC3)cc1)[C@@H]2CO | 1.6 |
| CNC[C@@H]1Oc2c(NS(=O)(=O)c3cn(C)cn3)cccc2C(=O)N([C@H](C)CO)C[C@@H]1C | -2.7 |
| C[C@H](CO)N1C[C@H](C)[C@@H](CN(C)Cc2ccc(C(=O)O)cc2)Oc2ccc(N(C)C)cc2CC1=O | -12 |
| Cc1noc(C)c1NC(=O)N(C)C[C@H]1Oc2cc(C#CCC(C)C)ccc2S(=O)(=O)N([C@H](C)CO)C[C@H]1C | 0.0 |
| O=C(c1ccccc1F)N1C[C@@H]2[C@H](c3ccccc31)[C@H](CO)N2C(=O)c1cccnc1 | -0.8 |
| COc1ccc2c3c([nH]c2c1)[C@@H](CO)N(C(=O)C1CCCCC1)CC31CN(C(=O)NC(C)C)C1 | 0.7 |
| N#C[C@H]1[C@H](c2ccccc2-c2ccccc2F)[C@H](CO)N1C(=O)C1CCC1 | -0.5 |
| N#Cc1cccc(-c2ccc3c(c2)[C@@H]2[C@@H](CCN2C(=O)C2CCCCC2)[C@H](CO)N3)c1 | -0.2 |
| C[C@H]1CCCCO[C@H](CN(C)C(=O)C2CCCCC2)[C@@H](C)CN([C@@H](C)CO)C(=O)c2cc(NS(=O)(=O)c3cn(C)cn3)ccc2O1 | -0.8 |
| COc1cccc(C#Cc2ccc([C@H]3[C@H]4CN(C(=O)c5ccccc5)CC(=O)N4[C@H]3CO)cc2)c1 | 0.5 |
| C[C@@H]1CN([C@H](C)CO)C(=O)c2cccc(NC(=O)CCCCCC(=O)Nc3ccccc3N)c2O[C@@H]1CN(C)Cc1ccc(Cl)c(Cl)c1 | 1.2 |
| O=C(Cc1ccccc1)N[C@H]1CC[C@H](CC(=O)N2CCCCC2)O[C@@H]1CO | 0.2 |
| C[C@@H]1CN([C@H](C)CO)C(=O)c2c(c3ccccc3n2C)-c2ccccc2CO[C@H]1CN(C)Cc1ccc(C(=O)O)cc1 | -0.2 |
| CC(C)CC#Cc1ccc([C@@H]2[C@@H](CO)N3C(=O)CN(C(=O)Nc4cc(F)ccc4F)C[C@@H]23)cc1 | 0.0 |
| COc1cc(CN2CC3(CCN(C(=O)c4cccnc4)CC3)c3c([nH]c4cc(OC)ccc34)[C@@H]2CO)cc(OC)c1 | -2.6 |
| COc1cccc(C#Cc2ccc([C@H]3[C@H](CO)N4C(=O)CN(C(C)=O)C[C@@H]34)cc2)c1 | 0.2 |
| CCC(=O)Nc1ccc2c(c1)OC[C@@H](C)N(C(=O)c1ccccn1)C[C@H](C)[C@H](OC)CN(C)C2=O | -1.5 |
| CCCC(=O)N1CCC2(CC1)CN(C(=O)C1CCCCC1)[C@H](CO)c1[nH]c3cc(OC)ccc3c12 | 0.6 |
| CCCC(=O)N1CCC2(CC1)CN(C(=O)Nc1c(C)noc1C)[C@@H](CO)c1c2c2ccc(OC)cc2n1C | -1.7 |
| C[C@@H]1CN([C@@H](C)CO)C(=O)Cc2cc(NC(=O)Cc3ccccc3)ccc2O[C@@H]1CN(C)Cc1ccc(C(=O)O)cc1 | -0.3 |
| CC(C)NC(=O)N(C)C[C@H]1Oc2ccc(NC(=O)Nc3cccc4ccccc34)cc2CC(=O)N([C@@H](C)CO)C[C@H]1C | -1.4 |
| C[C@H]1CN([C@@H](C)CO)C(=O)c2ccccc2-c2ccccc2CO[C@@H]1CN(C)C(=O)CCN(C)C | 0.3 |
| C[C@@H]1CCCCO[C@@H](CN(C)Cc2ccccc2)[C@@H](C)CN([C@H](C)CO)C(=O)c2cc(NC(=O)NC3CCCCC3)ccc2O1 | 0.0 |
| CCCNC(=O)N1[C@H](CO)[C@H](c2ccc(/C=C/c3ccccc3)cc2)[C@@H]1C#N | -0.2 |
| CC(C)NC(=O)N(C)C[C@H]1Oc2cc(-c3cccnc3)ccc2S(=O)(=O)N([C@@H](C)CO)C[C@H]1C | -0.5 |
| O=C(C[C@@H]1CC[C@@H]2[C@H](COC[C@@H](O)CN2C(=O)C2CCOCC2)O1)NCc1ccncc1 | -0.1 |
| COc1ccc2c3c([nH]c2c1)[C@H](CO)N(C(=O)NC(C)C)CC31CCN(C(=O)c2cnccn2)CC1 | 0.6 |
| C[C@@H]1CN([C@H](C)CO)C(=O)Cc2cc(NC(=O)NC3CCCCC3)ccc2O[C@H]1CN(C)S(=O)(=O)c1ccccc1 | 0.1 |
| CC=Cc1ccc2n(c1=O)C[C@@H]1[C@@H](CO)[C@H](C(=O)OC)[C@H]2N1S(=O)(=O)c1ccccc1C (mixture of isomers) | -0.9 |
| CCC(=O)Nc1ccc2c(c1)OC[C@@H](C)N(Cc1ccccc1OC)C[C@H](C)[C@H](OC)CN(C)C2=O | 0.1 |
| Cc1noc(C)c1NC(=O)Nc1cccc2c1O[C@@H](CN(C)C(=O)NC(C)C)[C@H](C)CN([C@H](C)CO)C2=O | -0.1 |
| COCCNC(=O)C[C@H]1CC[C@@H]2[C@H](COc3ccc(NC(=O)Nc4cccc(F)c4)cc3C(=O)N2C)O1 | -0.1 |
| O=C(C[C@H]1CC[C@H]2[C@@H](COC[C@H](O)CN2Cc2ccc(Oc3ccccc3)cc2)O1)N1CCOCC1 | 0.1 |
| CO[C@@H](CN(C)C(=O)C1CC1)[C@H](C)CN(C(=O)Nc1ccc(C(F)(F)F)cc1)[C@@H](C)CO | -1.3 |
| COc1ccc(NC(=O)Nc2cccc3c2O[C@@H](CN(C)S(=O)(=O)c2cccs2)[C@@H](C)CN([C@H](C)CO)C3=O)cc1 | 0.0 |
| CN1c2ccc(-c3ccccc3)cc2[C@H]2[C@H](CCN2C(=O)c2ccccc2)[C@H]1CO | -1.7 |
| C[C@H](CO)N1C[C@H](C)[C@H](CN(C)S(=O)(=O)c2ccccc2F)Oc2cc(C#Cc3cccc(F)c3)ccc2S1(=O)=O | 0.2 |
| COc1ccc(NC(=O)Nc2ccc3c(c2)[C@H]2C[C@H](CC(=O)N(C)C)O[C@H](CO)[C@H]2O3)cc1 | 1.1 |
| Cc1ccc(S(=O)(=O)N[C@@H]2CC[C@H](CC(=O)NCCN3CCCCC3)O[C@H]2CO)cc1 | 0.3 |
| C[C@@H]1CN([C@@H](C)CO)C(=O)c2cc(NC(=O)Cn3cnnn3)ccc2O[C@@H]1CN(C)Cc1ccc(C(F)(F)F)cc1 | 0.4 |
| COc1ccc(CN2[C@@H]3CNc4ccccc4[C@@H]3[C@@H]2CO)cc1 | -2.6 |

Some of the compounds tested (hit frequency here may not be typical).
